# Assay outcomes deposited in PubChem by Fisher Drug Discovery Resource Center.
# hcGAS inh = inhibitors of human cGAS; recombinant h-cGAS, ATP depletion, Kinase-Glo luminescence; inhibition, % at 12.5 µM; Q8N884; AID 1259398; 290,000 compounds, 0.081% hits;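 note: 0% = vehicle reaction and 100% = reaction without DNA for no activity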
# Target sequence (Q8N884 whole entry, looked up): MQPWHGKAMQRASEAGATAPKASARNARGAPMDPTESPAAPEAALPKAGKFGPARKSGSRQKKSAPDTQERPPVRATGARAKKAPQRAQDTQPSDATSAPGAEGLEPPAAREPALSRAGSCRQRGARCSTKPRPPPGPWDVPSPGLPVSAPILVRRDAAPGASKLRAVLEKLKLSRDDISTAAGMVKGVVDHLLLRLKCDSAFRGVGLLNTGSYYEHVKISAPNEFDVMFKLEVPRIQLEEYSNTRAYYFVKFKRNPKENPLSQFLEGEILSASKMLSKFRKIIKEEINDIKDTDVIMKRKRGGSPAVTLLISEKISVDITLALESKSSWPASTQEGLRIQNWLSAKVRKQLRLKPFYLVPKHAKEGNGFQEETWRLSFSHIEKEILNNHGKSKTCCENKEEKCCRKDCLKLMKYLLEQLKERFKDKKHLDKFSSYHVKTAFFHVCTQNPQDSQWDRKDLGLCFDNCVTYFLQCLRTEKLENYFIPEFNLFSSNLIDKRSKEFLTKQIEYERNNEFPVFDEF
# NPYLR7 agonist = mosquito NPYLR7 agonism. HEK293T NPYLR7/Galpha15, GCaMP6s calcium fluorescence. activation, % at 10 µM. 270,000 compounds, 0.15% hits; in the data active = activation above about 40%;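 note: 0% = vehicle and 100% = reference agonist at the receptor; some compounds past the cut are filed as inactive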
# mcGAS inh = mouse cGAS inhibition by luminescence; recombinant cGAS, Kinase-Glo ATP depletion luminescence; 160,000 compounds, 0.15% hits; AID 1259399; inhibition, % at 12.5 µM;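 note: 0% = negative control wells and 100% = reference inhibitor with no enzyme activity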
# Starred values were filed as active, the others as inactive; x = no result given; & = joins results of further samples. Cut-off read from the data, not from the text of the source, unless noted: active = inhibition above about 40%; inactive = the rest.
SMILES,hcGAS inh,NPYLR7 agonist,mcGAS inh
CC(C)c1nc(C(C)NC(=O)C2CCS(=O)(=O)C2)cs1 (stereo not given),-3.5&-9.1,1.3,-10.7
CC(C)NC(=O)CNC(=O)C1CC(c2ccc(F)cc2)=NO1 (stereo not given),2.1,x,-4.5
COc1ccc(-n2ncc([C@H]3N[C@](CO)(CCO)[C@H]4CN(C)C[C@@H]34)c2C)cc1,-3.0,2.3,x
CCCN(Cc1cc(NC(=O)Nc2ccc(C(F)(F)F)cc2)ccc1N(C)C)C(=O)C1CC1,-4.2,0.2,-6.0
CCOC(=O)c1ccc(NC(=O)C2=C(C)Nc3nc(CCCO)nn3C2c2cccc(C)c2)cc1 (stereo not given),-4.7,0.2,x
COCc1cc(N2CCN(c3ccccc3Cl)CC2)nc(SCc2ccc(C(=O)NCCc3ccccn3)o2)n1,1.4,-4.2,-1.5
CCCOc1ccc(C(=O)Oc2cccc3cccnc23)cc1,-1.2,-11.2,-5.1
CC(c1cccc(-c2nccc(CCC(F)(F)F)n2)c1)N1CCCC1 (stereo not given),-7.9,3.3,-14.5
COc1cc(NC(=O)CN(Cc2cnn(C)c2)C2CC2)ccc1Cl,-10.5,-4.5,x
CCc1ccc(-c2nn(CC(=O)Nc3ccccc3OC)c(=O)c3nc(C)sc23)cc1,1.4,1.3,-7.4
CN(C)Cc1noc(CN2CCC(N3CCCC(O)C3)CC2)n1 (stereo not given),6.8,x,8.0
O=C(NCc1cc(-c2cc3ccccc3o2)on1)c1ccc(F)c(F)c1,-4.9,0.4,-5.3
Cc1nnc(SCc2cc(=O)n3cc(Br)ccc3n2)s1,-6.6,4.4,-9.8
CCn1nc(C)c(C(C)NC(=O)C2CCC(OC)CC2)c1C (stereo not given),-6.3,4.2,x
CCOC(=O)c1c(-c2ccc(OC)cc2)csc1NC(=O)CN1CCOC(C)C1 (stereo not given),-8.1,1.2,x
Cc1cc(C)cc(-n2ncc3c(=O)n(CC(=O)N4CCCCC4)cnc32)c1,-10.7,11.8,x
CC(C)c1nccc(CN2CCCC(Cn3ccnc3)C2)n1 (stereo not given),-7.0,19.8,x
CC(C)(CNC(=O)c1coc(COc2ccc(F)cc2)n1)N1CCOCC1,-7.3,0.9,x
Cc1ccc2cc(NC(=O)C3(C)CCN(C)C3)ccc2n1 (stereo not given),-2.5,0.3,x
COc1cccc(NC(=O)C2(C)CCN2C(=O)Cc2cc(C)cc(C)c2)c1 (stereo not given),-3.8,-4.8,-4.2
COc1ccc2c(C)cc3n[nH]c(=S)n3c2c1,-4.4,5.5,-6.3
CCn1c(SCC(=O)NCCc2ccccc2)nc2c([nH]c3ccccc32)c1=O,6.3,-1.1,-0.6
CC(C)(C)CC(=O)Nc1nnc(SCc2ccc(C#N)cc2)s1,-4.8,-3.9,-4.9
CCc1cnc(C)nc1/C=C/c1ccccc1,-0.5,-4.6,x
O=S1(=O)N=C(CN2CCCc3ccccc32)Nc2ccccc21,-12.8,8.8,x
CN(C)S(=O)(=O)c1ccccc1NC(=O)C1CCc2ccccc21 (stereo not given),-2.7&-3.4,0.6&8.1,x
FC(F)(F)c1cccc(Nc2nnnc3c2cnn3-c2ccccc2)c1,-8.5,2.8,x
Cc1[nH]c2ccccc2c1C1=CSC2=NS(=O)(=O)CCN12,-4.7,3.7,x
COCCNc1nc(SC)nc2c1cnn2CCNC(=O)c1ccc2ccccc2c1,-2.5,x,-5.8
C=CCN(CC(=O)N(CCc1ccc(OC)c(OC)c1)Cc1ccc(C)o1)C(=O)C1CC1,-3.0,12.1,-4.7
Cc1ccsc1C(=O)OCc1cc(=O)n2ccsc2n1,2.0,-1.5,x
CC(C)NC(=O)CN1C(=O)CSC1c1ccc(F)cc1F (stereo not given),-4.2,-4.0,-3.5
COc1ccc(-c2cnc3ncnn3c2N2CCN(C(=O)Cc3ccc(OC)c(OC)c3)CC2)cc1,-5.6,28.1,-7.4
CCn1nc(C)c(NC(=O)CN(C)Cc2csc(-c3ccccc3)n2)c1C,-1.0,18.9,-12.3
OCC1(CCc2ccccc2)CCN(c2ncnc3[nH]ccc23)CC1,-4.5,-3.3,-17.6
Cn1ncc2c(NCc3cc(C(C)(C)C)n[nH]3)nc(C(C)(C)C)nc21,-7.0,5.6,x
COC(C(=O)Nc1ccnn1C1CCN(C(=O)c2cnsn2)CC1)c1ccccc1 (stereo not given),-0.8,-1.5,-0.2
COc1ccc(OC)c(NC(=O)CNC(C)c2ccc(F)c(F)c2)c1 (stereo not given),-10.3,-0.2,x
Cc1ccc(C(=O)CSc2nnc(Cc3ccccc3)n2-c2cccc(C(F)(F)F)c2)cc1,-2.2,6.5,-8.9
Cc1ccc(Cn2c(=O)c3c(nc4n(CCN(C)C)c(C)cn34)n(C)c2=O)cc1,-6.5,-8.6,x
CCCC(C)CN1CCC(n2cc(-c3ccccc3)nn2)CC1 (stereo not given),-10.1,2.1,-10.4
CC(NC(=O)CCCC(=O)N(C)C)c1c(Cl)ccc(F)c1Cl (stereo not given),-7.0,6.2,-14.4
Oc1c(Cl)cc(Cl)cc1C(c1ccccc1)N1CCCC1 (stereo not given),-7.8,-4.6,x
CCC(=O)N(c1nnc(SC(C)C(=O)N2CCNC2=O)s1)C1CC1 (stereo not given),-4.7,7.3,x
O=C(O)C1COc2c(O)cccc2C1 (stereo not given),-5.0,1.7,-7.5

# Molecules shown so far with a thiophene ring, fused or not, in the order listed:
SMILES,hcGAS inh,NPYLR7 agonist,mcGAS inh
CCOC(=O)c1c(-c2ccc(OC)cc2)csc1NC(=O)CN1CCOC(C)C1 (stereo not given),-8.1,1.2,x
Cc1ccsc1C(=O)OCc1cc(=O)n2ccsc2n1,2.0,-1.5,x

# Going on with the list:
SMILES,hcGAS inh,NPYLR7 agonist,mcGAS inh
Cc1ccc(-c2cnn3c(N4CCOCC4)cc(C)nc23)cc1,-3.4,3.8,-5.1
CN1CC2(CCCN(C(=O)c3ncccc3O)C2)OC1=O (stereo not given),-4.2,17.8,x
CC(=O)Nc1cccc(C(=O)N(C)C2CCS(=O)(=O)C2)c1 (stereo not given),-1.2,0.2,x
CC1(C)CC(NS(=O)(=O)c2ccc(Br)cc2)CC(C)(C)N1,-2.2,10.4,x
CC1CN(c2cc(Cl)nc(SCC(=O)NCCCN3CCOCC3)n2)CCN1C(=O)c1ccccc1Cl (stereo not given),-4.1,-2.2,-6.2
CCN1C(=O)NC(c2ccc(Cl)cc2)C2=C1CN(C(Cc1ccccc1)C(=O)NCCOc1ccccc1)C2=O (stereo not given),-5.3,-1.6,-5.1
Cc1nc(C)n(CC(C)C(=O)N(C)Cc2ccc3nsnc3c2)n1 (stereo not given),2.3,-2.9,x
Cc1ccc(CNC(=O)CN2C(=O)NC(C)(c3ccco3)C2=O)cc1 (stereo not given),-5.0,-8.4,-7.8
COc1ccccc1N1C(=O)CSC1c1ccccc1NC(=O)C(C)(C)CCl (stereo not given),-2.6,16.4,-4.2
O=C(Nc1nc2ccc(NS(=O)(=O)c3ccc4[nH]cc(C(=O)O)c(=O)c4c3)cc2s1)c1ccc(Cl)cc1Cl,-6.9,11.5,-7.5
COc1ccc(CNCC2(C(N)=O)CCCC2)c(OC(F)F)c1,3.2,-4.6,x
NC1CCN(c2ccccc2C(=O)NCCN2CCOCC2)CC1,-7.9,-3.1,x
CNCC(=O)N1CCCC(OCc2ccccn2)C1 (stereo not given),-5.1,0.2,-12.4
O=C(Nc1ccc(Oc2ccccc2)cc1)c1cc2c(nc1Cl)CCC2,-1.6,-1.1,-2.8
CCN(CC)C(=O)COC(=O)c1cccc(N2CC(=O)C(c3nc4ccccc4s3)C2=N)c1 (stereo not given),-7.6,-1.2,-6.3
Cn1nc(C(C)(C)C)cc1C(=O)N1CCCCC1c1cc(C(=O)Nc2ccncc2)no1 (stereo not given),1.1,8.6,-3.7
CCN(CC)C(=O)Oc1ccc2c(ccn2Cc2ccccc2I)c1-c1cc(C)cc(C)c1,1.1,15.3,-4.6
N#Cc1ccccc1NC(=O)/C=C/c1ccc([N+](=O)[O-])s1,-2.4,13.6,-3.0
CN(Cc1ccc2nonc2c1)C(=O)c1ccc2nc(Cc3ccccc3F)oc2c1,-7.4,3.3,x
Cc1nc(-n2nc(-c3cccs3)cc2NC(=O)c2ccc(F)cc2)[nH]c(=O)c1C,-12.6,-2.4,x
COc1cc(C(=O)NCc2ccc(Cl)s2)ccc1OC1CCN(C(C)=O)CC1,-9.3,6.5,x
O=C1CC(c2nc3c(s2)CCCC3)c2cc3cn[nH]c3cc2N1 (stereo not given),-6.7,14.3,-16.4
Cc1cccc(CN2CCN(c3cccc(C(F)(F)F)c3)C(=O)C2C)c1 (stereo not given),-5.5,-0.2,-4.8
CCC(C(=O)N1CCN(c2c(-c3ccc(OC)c(OC)c3)cnc3ncnn23)CC1)c1ccccc1 (stereo not given),-4.7,0.6,-8.4
CCOC(=O)C1=C2NC(=O)c3ccccc3N2C(=O)C1,-5.5,-0.5,x
CN1CCN(c2ncccc2CNC(=O)c2cccc(-n3cnnc3)c2)CC1,-5.8,-1.4,x
COc1cccc(CN2CCC2(C)C(=O)Nc2ccc(Cl)c(Cl)c2)c1OC (stereo not given),-7.7,6.2,x
Cc1c(Br)c([N+](=O)[O-])nn1CC(=O)Nc1cc(C(F)(F)F)ccc1Cl,-4.0,-3.6,-7.3
CC(C)NC(=O)C1(C)CCN1C(=O)c1ccccc1 (stereo not given),-8.0,3.0,-5.5
O=[N+]([O-])c1cccc(-c2noc(CCN(Cc3ccccc3)CC(O)COCc3ccccc3)n2)c1 (stereo not given),-2.8,x,-3.8

# 3 entries from above, ordered by molecular weight, lowest first:
SMILES,hcGAS inh,NPYLR7 agonist,mcGAS inh
N#Cc1ccccc1NC(=O)/C=C/c1ccc([N+](=O)[O-])s1,-2.4,13.6,-3.0
CN1CCN(c2ncccc2CNC(=O)c2cccc(-n3cnnc3)c2)CC1,-5.8,-1.4,x
CCC(C(=O)N1CCN(c2c(-c3ccc(OC)c(OC)c3)cnc3ncnn23)CC1)c1ccccc1 (stereo not given),-4.7,0.6,-8.4

# Remaining list, next part.
SMILES,hcGAS inh,NPYLR7 agonist,mcGAS inh
COc1ccc(-c2cc(C(=O)NC3CC3)ccn2)cc1Cl,-5.4,5.0,-17.3
Cc1c(C(=O)N2CCC(n3c(=O)oc4ccc(Cl)cc43)CC2)oc2ccccc12,-9.9,4.2,-8.4
O=C(NCCNC(=O)C1CCN(C(=O)c2ccc(-c3ccccc3)cc2)CC1)c1ccccc1,-4.3,11.3,-6.7
NS(=O)(=O)c1ccc(CNC2CC(=O)N(c3ccc(Br)cc3)C2=O)cc1 (stereo not given),-5.3,-7.5,-4.9
Cc1ccc(C(=O)ON=C(N)Cc2ccc(Cl)cc2Cl)cc1Cl,2.6,2.7,-2.2
Cc1ccc(N(C)C(C)C)c(C(=O)NS(C)(=O)=O)c1,-11.0&-1.5,10.8&4.3,-2.2
CCOC(=O)COc1ccc(Br)cc1C=C1C(=O)NC(=O)NC1=O,-1.8,-8.7,-4.5
CN(C)CCC1CN(C(=O)CCC2CCCCC2)CCO1 (stereo not given),-8.9,17.0,-12.0
CNc1ncc(-c2cc(C(=O)N3CCN(C)C(=O)C3C)c3ccc(F)cc3n2)cn1 (stereo not given),-6.1,-4.1,x
O=C(Nc1ccccc1)N1CCC(=S)Nc2ccccc21,-4.5,-0.8,x
CC1CCN(C(=O)CSc2nnc(C(C)Oc3ccc(F)cc3)o2)CC1 (stereo not given),1.9,0.3,x
O=S(=O)(c1ccc2c(c1)CCC2)N1CCC2(CCC2N2CCOCC2)CC1 (stereo not given),5.2,x,0.8
CC(c1ccc(Cl)cc1)N(C(=O)C1CCN(C(=O)N2CCCC2)CC1)c1ccccc1 (stereo not given),-4.6,0.3,x
CS(=O)(=O)c1ccc([C@@H](O)[C@@H](CF)NC(=O)C(Cl)Cl)cc1,-3.1,-0.5,-2.5
COc1coc(C(=O)N2CCN(Cc3cccc(F)c3)CC2)cc1=O,2.4,18.7,x
COc1ccc(-c2cc(COC(=O)C3CCCC3)no2)cc1OC,-2.1,-2.7,x
Cc1cc(F)ccc1NC(=O)Cn1ccn2nc(-c3ccc(Cl)cc3)cc2c1=O,-4.0,5.3,-2.3
CCN1CCCC(N=C2CC(=O)OC23CCCCC3)C1 (stereo not given),-3.8,x,-2.0
Cc1[nH]nc2c1C(c1cccnc1)C(C#N)C(=N)O2 (stereo not given),-5.3,1.4,-4.6
Nc1nc(Cl)cc(Oc2ccccc2F)n1,-13.2,0.6,-6.3
Cn1cc(CN2CCN(C(=O)c3ncn[nH]3)CC2)c(-c2ccc(Oc3ccccc3)cc2)n1,-10.2,1.6,-9.1
Cc1sc2ncnc(NC3CCCCC3)c2c1C,-9.6,1.4,x
O=C(CN1CCC(C(=O)N2CCOCC2)CC1)Nc1ccccc1SC(F)F,-6.2,15.3,-6.0
CCOC(=O)N1CCN(Cc2nc3c(c(=O)n(C)c(=O)n3C)n2Cc2cc(C)ccc2C)CC1,-4.1,6.1,x

# Profiles, looked up by structure. Order of screens: hcGAS inh | NPYLR7 agonist | mcGAS inh
# `Cc1sc2ncnc(NC3CCCCC3)c2c1C` is listed as -9.6 | 1.4 | x
# `Cc1[nH]nc2c1C(c1cccnc1)C(C#N)C(=N)O2` (stereo not given) is listed as -5.3 | 1.4 | -4.6
# `Nc1nc(Cl)cc(Oc2ccccc2F)n1` is listed as -13.2 | 0.6 | -6.3
# `O=C(CN1CCC(C(=O)N2CCOCC2)CC1)Nc1ccccc1SC(F)F` is listed as -6.2 | 15.3 | -6.0
# `CCOC(=O)N1CCN(Cc2nc3c(c(=O)n(C)c(=O)n3C)n2Cc2cc(C)ccc2C)CC1` is listed as -4.1 | 6.1 | x
